CDK5 inh: inhibitors of human CDK5/p35 kinase, primary screen, biochemical, single concentration | 330,000 compounds, 0.01% hits | Recombinant CDK5/p35, ADP-Glo luminescence, 60 min | AID 488839, 2010 | inhibition, % at 10 µM | Cyclin-dependent kinase 5 (Homo sapiens) + Cyclin-dependent kinase 5 activator 1 (Homo …;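 active = highest replicate inhibition of at least 50% and at least 75% of replicates reaching 50%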;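 note: plate controls were DMSO neutral control for no effect and GW8510 at 10 µM for full effect; many of its hits are not listed in these tables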
Target sequence (Q00535 whole entry, looked up): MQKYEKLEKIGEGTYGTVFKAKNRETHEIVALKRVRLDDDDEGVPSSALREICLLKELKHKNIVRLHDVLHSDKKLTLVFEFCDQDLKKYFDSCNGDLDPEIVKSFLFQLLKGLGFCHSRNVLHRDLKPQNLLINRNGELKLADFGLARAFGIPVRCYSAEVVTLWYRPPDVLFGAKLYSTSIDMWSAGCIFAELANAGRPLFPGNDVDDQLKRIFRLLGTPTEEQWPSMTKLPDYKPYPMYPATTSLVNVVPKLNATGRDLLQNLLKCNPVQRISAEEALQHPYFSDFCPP
Target sequence (Q15078 whole entry, looked up): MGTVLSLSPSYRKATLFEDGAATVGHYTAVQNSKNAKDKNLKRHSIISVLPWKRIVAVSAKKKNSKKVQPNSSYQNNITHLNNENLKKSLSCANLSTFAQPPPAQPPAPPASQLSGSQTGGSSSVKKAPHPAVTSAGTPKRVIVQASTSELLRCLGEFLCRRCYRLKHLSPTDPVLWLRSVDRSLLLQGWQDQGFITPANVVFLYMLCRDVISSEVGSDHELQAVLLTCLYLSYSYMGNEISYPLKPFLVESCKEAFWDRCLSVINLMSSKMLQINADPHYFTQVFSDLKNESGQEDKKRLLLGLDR
PKA-R1A act: activators of PKA-R1A holoenzyme, primary screen, biochemical, fluorescence polarization, Cy5-IP20, bovine R1A, mouse PKAc; cAMP-dependent protein kinase type I-alpha regulatory subunit (Bos taurus) + …; PKA-R1A dissociation; scaled: DMSO 0%, 113 µM cGMP 100%; activation, % at 11.4 µM; 340,000 compounds, 0.083% hits; AID 504707, 2011;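 active = percent activation above the mean of all tested compounds plus 3 SD, cut at about 19% in these data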;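 note: higher means more PKAc released from R1A so a rise in polarization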
HTR5A inv ag: HTR5A inverse agonists in luminescence cell assay, primary screen, counter-screen for OPRM1-OPRD1 heterodimer inverse agonist project, full-deck HTS; inhibition, % at 9.3 µM; HTR5A cell line, inverse agonism; 340,000 compounds, 0.083% hits; in the data active = inhibition mostly above about 23%, no sharp cut-off; inactive = mostly below about 18%;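 note: 0% = cells with DMSO and 100% = no-cell wells with DMSO; some compounds called inactive have numbers as strong as hits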
Target sequence (P47898 whole entry, looked up): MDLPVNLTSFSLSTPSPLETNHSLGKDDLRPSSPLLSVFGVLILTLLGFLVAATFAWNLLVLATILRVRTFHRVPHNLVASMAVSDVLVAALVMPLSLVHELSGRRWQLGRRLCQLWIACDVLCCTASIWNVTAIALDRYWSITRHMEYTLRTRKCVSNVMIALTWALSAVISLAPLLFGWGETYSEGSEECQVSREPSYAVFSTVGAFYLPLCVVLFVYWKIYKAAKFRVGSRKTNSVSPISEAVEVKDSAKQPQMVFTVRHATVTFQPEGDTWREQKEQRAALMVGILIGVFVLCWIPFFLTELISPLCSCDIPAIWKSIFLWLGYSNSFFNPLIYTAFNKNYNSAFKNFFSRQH
HTR5A ag ctr: HTR5A agonists in luminescence cell assay, primary screen, counter-screen for OPRM1-OPRD1 heterodimer agonist project, full-deck HTS; cell-based; activation, % at 9.3 µM; 340,000 compounds, 0.61% hits; AID 504692, 2011; in the data active = activation mostly above about 9.5%, no sharp cut-off; inactive = mostly below about 7.6%;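 note: 0% = cells with vehicle only and 100% = reference agonist; strong numbers were not always called active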
phage Ecoli inh: growth loss of phage-infected E. coli, primary screen, RecBCD inhibitor project, absorbance, with phage, HTS; 360,000 compounds, 0.26% hits; inhibition, % at 11.9 µM; in the data active = inhibition above about 11%
PKA-R2B activ: activators of PKA-R2B holoenzyme, primary screen, biochemical, fluorescence polarization, Cy5-IP20, human; activation, % at 11.4 µM; AID 504700, 2011; 340,000 compounds, 0.079% hits; cAMP-dependent protein kinase catalytic subunit beta (Homo sapiens) + cAMP-dependent …; PKA-R2B holoenzyme dissociation; R2B truncated from residue 108, S112A mutant; 0% DMSO only, 100% 113 µM cGMP;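 active = activation above a cutoff set at the mean over all compounds plus 3 SD, cut at about 18% in these data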;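 note: higher means more holoenzyme dissociation and a rise in polarization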
Tat transport: E. coli Tat export inhibitors, primary screen, MC4100, TorA-mCherry reporter, fluorescence, single point | inhibition, % at 10 µM | 340,000 compounds, 0.036% hits | AID 488895, 2010;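 active = mean replicate inhibition at least 50% and at least half of replicates individually reaching 50%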;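 note: exported cargo escapes ClpAP degradation while cytoplasmic cargo is degraded and loses fluorescence; 0% = median of neutral control wells and 100% = median of NaSCN control wells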
Ecoli viability: E. coli V3065 growth inhibition, primary screen, counter-screen for AddAB inhibitor project, absorbance, OD600 | 18 h | inhibition, % at 11.9 µM | 330,000 compounds, 0.27% hits | AID 449728, 2010;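 active = inhibition above the campaign's mean inhibition across all tested compounds plus 3 SD, cut at about 9.9% in these data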;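 note: uninfected addAB+ strain grown without phage in ampicillin broth; 0% = DMSO wells and 100% = ciprofloxacin 0.95 µg/ml wells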
AddAB inh: growth inhibition of E. coli expressing H. pylori AddAB, primary screen, AddAB inhibitor project, absorbance; inhibition, % at 11.9 µM; 330,000 compounds, 0.29% hits; AID 435030, 2010; in the data active = inhibition above about 12%;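 note: 0% = vehicle wells of infected cells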
DAGLB inh: DAGLB lipase inhibitors, primary screen, biochemical, fluorescence, HTS | 340,000 compounds, 0.059% hits | AID 504411, 2011 | Diacylglycerol lipase-beta (Homo sapiens), Q8NCG7 | HEK293T DAGLB membrane lysate, EnzChek fluorogenic substrate | inhibition, % at 5.17 µM; in the data active = inhibition above about 34%;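 note: 0% = enzyme with vehicle and 100% = wells lacking enzyme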
SUMO Mot1 rescue: yeast Mot1-301 growth rescue at high temperature, primary screen, SUMOylation pathway inhibitor project, S. cerevisiae, ATP luminescence, 38.5C. AID 2716, 2010. growth rescue, % at 18.8 µM. S. cerevisiae Mot1-301 growth rescue; percent above DMSO median, 100 means doubled. 320,000 compounds, 1% hits;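 active = every valid replicate shows activation above 250% relative to neutral control wells; inactive = the rest, any valid replicate at or below 250%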;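 note: OY570 slx delta 5 strain wells were the positive control but not used for scaling; some compounds called inactive have numbers as strong as hits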
Active calls of the source: *; . = no result given; + = active, no number. An unsorted share of the library; overall some 2.3% were active at least once.

SMILES | CDK5 inh | PKA-R1A act | HTR5A inv ag | HTR5A ag ctr | phage Ecoli inh | PKA-R2B activ | Tat transport | Ecoli viability | AddAB inh | DAGLB inh | SUMO Mot1 rescue
COc1ccccc1NC(=O)c1nn(-c2cccc(C(F)(F)F)c2)ccc1=O | -0.7 | -11 | 9 | -4 | -0.4 | 1 | 3 | -2.6 | 0.6 | -3 | +
COc1ccc(C2NC(=O)c3ccccc3N2)cc1 (stereo not given) | -0.2 | 2 | 8 | -2 | . | -3 | -16 | 3.8 | 4.3 | 0 | -5
N#CC1=C(N)Oc2ccccc2C12C(=O)Nc1n[nH]c(-c3ccccc3)c12 (stereo not given) | 0.3 | -1 | -4 | 0 | -0.5 | 9 | 2 | -2.5 | 0.6 | -1 | 37
COC(=O)COc1ccc2c(=O)c(Oc3ccccc3Br)coc2c1 | -0.2 | 8 | -14 | 4 | 1.4 | 2 | -5 | 1.0 | -0.2 | -2 | -10
CC(=O)N1CCc2c(sc3c2c(=O)n(-c2ccccc2)c(=O)n3CC(=O)NCC2CCCO2)C1 (stereo not given) | 0.0 | -9 | 7 | -2 | 1.2 | -5 | -4 | 1.6 | -0.2 | -3 | 4
CC(O)CN(Cc1cccc(Cl)c1)CC(C)O (stereo not given) | -1.6 | -5 | -20 | 4 | 0.2 | 4 | -5 | . | . | 0 | .
O=C1CCC(C(=O)N2CCCCO2)CN1Cc1ccc(Cl)cc1 (stereo not given) | -1.9 | -14 | -26 | 11 | 3.7 | 11 | 6 | 2.0 | -0.9 | 0 | -8
O=C1CCc2cc(NS(=O)(=O)c3ccc([N+](=O)[O-])cc3)cc3c2N1CC3 | -2.4 | -2 | 0 | -1 | -0.1 | -3 | 0 | . | . | 3 | .
COc1ccc(C2C(C(=O)N3CCCC3)c3cc(OC)c(OC)cc3C(=O)N2C)cc1OC (stereo not given) | 0.6 | -9 | -20 | 0 | -0.8 | -2 | -4 | 0.9 | 2.5 | 0 | 6
CCCCN(C(=O)c1cc2c(s1)CCCC2)c1c(N)n(CCC)c(=O)[nH]c1=O | -1.4 | 7 | 18 | -7 | 0.1 | 2 | -4 | 0.9 | 1.6 | 2 | 15
COc1ccc(-c2cn3c(n2)CCC3)cc1 | 1.2 | -3 | -17 | 4 | 1.4 | -1 | -15 | -3.8 | -0.5 | 0 | 14
Cc1cc(C(=O)OCC(=O)NC2CCCCC2C)c2ccccc2n1 (stereo not given) | -0.5 | -2 | 10 | -4 | 0.8 | -9 | 5 | -0.5 | 0.2 | -1 | -4
CC(=O)OC1COC(N2CCc3ccccc32)C(OC(C)=O)C1OC(C)=O (stereo not given) | 2.1 | -4 | -21 | 3 | 2.5 | -7 | 7 | -2.4 | -3.9 | 0 | 13
CC(=O)NCCC(=O)Nc1cc(F)ccc1C | 1.2 | 13 | 9 | 1 | 3.7 | 10 | -2 | 0.1 | 3.4 | -1 | 4
COc1cc(OC)cc(C(=O)NCc2n[nH]c(=S)n2-c2ccccc2)c1 | -2.7 | -10 | 6 | -2 | 2.8 | -8 | -5 | -3.7 | 0.4 | -1 | 5
Cc1cc(C)cc(NC(=O)CSc2nnc(-c3ccncc3)o2)c1 | -0.6 | -7 | -16 | 5 | -0.1 | 12 | 5 | 1.1 | 0.8 | -2 | 3
O=c1c(Cc2c(F)cccc2Cl)c(O)ccn1C1CC1 | 0.6 | 2 | -19 | 7 | 4.3 | -12 | -6 | 3.0 | 2.9 | -1 | 3
CCOC(=O)c1noc(C)c1C(=O)Nc1nc(C)cc(C)n1 | -0.3 | 0 | 10 | -4 | 4.4 | -6 | -3 | 1.0 | 3.9 | 0 | -4
CN(C)S(=O)(=O)c1ccc(N2CCCC2)c(C(=O)N2CCN(S(=O)(=O)c3ccccc3F)CC2)c1 | -2.2 | 5 | 5 | -2 | 2.4 | 4 | -5 | -1.4 | -0.7 | -3 | -25
CN(CCC#N)C(=O)COC(=O)c1ccccc1OCc1ccccc1Cl | -1.1 | 12 | 0 | 0 | 2.7 | -12 | 1 | -0.7 | 3.1 | -2 | 237
CCOC(=O)N1CCN(C(=O)CN(Cc2ccccc2)S(C)(=O)=O)CC1 | -1.6 | 0 | 12 | -4 | 0.9 | 1 | 19 | -3.5 | -0.5 | -1 | 42
COC(=O)c1cccc(N2CCCC2=O)c1 | -0.1 | -1 | 4 | 5 | 0.0 | -2 | -3 | 1.1 | 6.4 | 1 | -27
O=C(COC(=O)/C=C/c1ccc([N+](=O)[O-])cc1)NCc1cccs1 | 0.6 | -4 | -16 | 7 | 5.0 | -6 | -12 | 0.6 | -0.3 | 1 | 17
CCNC(=O)N(C)C[C@H]1N[C@@](CC)(C(=O)OC)[C@H]2C(=O)N(C)C(=O)[C@@H]12 | -6.4 | -3 | -2 | 1 | 1.6 | 2 | -1 | -1.8 | 1.9 | 0 | 13
CC(=O)OCC=C1CCC2C3CCC4=CC(=O)CCC4(C)C3C(O)CC12C (stereo not given) | -1.2 | -1 | -9 | 2 | -1.9 | 4 | 9 | . | . | -4 | .

An excerpt from above, reduced to HTR5A ag ctr, CDK5 inh and DAGLB inh:
Compound	HTR5A ag ctr	CDK5 inh	DAGLB inh
CCCCN(C(=O)c1cc2c(s1)CCCC2)c1c(N)n(CCC)c(=O)[nH]c1=O	-7	-1.4	2
CCOC(=O)c1noc(C)c1C(=O)Nc1nc(C)cc(C)n1	-4	-0.3	0

Returning to the listing, starting 2 compounds before the break.
SMILES | CDK5 inh | PKA-R1A act | HTR5A inv ag | HTR5A ag ctr | phage Ecoli inh | PKA-R2B activ | Tat transport | Ecoli viability | AddAB inh | DAGLB inh | SUMO Mot1 rescue
CCNC(=O)N(C)C[C@H]1N[C@@](CC)(C(=O)OC)[C@H]2C(=O)N(C)C(=O)[C@@H]12 | -6.4 | -3 | -2 | 1 | 1.6 | 2 | -1 | -1.8 | 1.9 | 0 | 13
CC(=O)OCC=C1CCC2C3CCC4=CC(=O)CCC4(C)C3C(O)CC12C (stereo not given) | -1.2 | -1 | -9 | 2 | -1.9 | 4 | 9 | . | . | -4 | .
COc1ccccc1CN1CCNC(=O)C1CC(=O)O (stereo not given) | 0.6 | -8 | -7 | 2 | 2.9 | -12 | 5 | 3.9 | 2.9 | -1 | -4
CCCC1=C(C(=O)OCC)C(/C=C/c2ccccc2)n2ncnc2N1 (stereo not given) | 1.3 | -2 | -16 | -2 | . | -10 | 2 | -2.0 | 1.5 | -2 | 249
CCc1cc(C(=O)N2CCOCC2)c(NC2=NS(=O)(=O)c3ccccc32)s1 | 1.4 | -7 | 4 | -2 | 3.6 | -5 | -2 | 1.0 | 1.2 | 1 | 161
Cc1cc(NCc2ccco2)n2ncnc2n1 | 2.9 | -14 | -1 | 0 | 4.1 | -5 | 2 | -1.2 | -0.3 | -1 | -7
O=C(COC(=O)Cc1c(Cl)cccc1Cl)NCC1CCCO1 (stereo not given) | 0.2 | -2 | 8 | -3 | -4.6 | -4 | 4 | -1.8 | -1.4 | -3 | 1
CC(=O)N1CCN(c2nc(N)c(C#N)c(CC#N)c2C#N)CC1 | 0.2 | -5 | -5 | 2 | 3.6 | 1 | -12 | -0.7 | -0.3 | 2 | 416
Cc1ccc(C2C(C#N)=C(N)OC3=C2C(=O)CC(C)(C)C3)s1 (stereo not given) | -0.3 | -16 | -3 | 1 | 1.8 | -13 | -2 | 1.6 | 1.1 | -2 | 9
CC(C)(C)c1ccc(S(=O)(=O)NNC(=O)c2cc3ccccc3[nH]2)cc1 | -0.1 | -2 | -48 | 13* | 1.0 | -7 | 3 | 0.3 | 1.2 | 1 | -8
CCOC(=O)C1=C(CSc2nc(C)cc(C)c2C#N)OC(N)=C(C#N)C1c1ccccc1 (stereo not given) | -0.2 | 6 | -5 | 2 | 1.8 | 2 | 1 | 0.4 | 2.2 | -3 | 5
N#Cc1c(N(CCO)CCO)nc(N)c2c(N)nc3c(c12)CC(=O)N3CC1CCCO1 (stereo not given) | 2.2 | -2 | -9 | 5 | 1.2 | -9 | -5 | 1.8 | 0.3 | 4 | -12
COc1ccc(N2CCN(C(=O)c3ccc(NS(=O)(=O)c4ccccc4)cc3)CC2)cc1 | 1.5 | 3 | -3 | 1 | 2.2 | 2 | -7 | 2.1 | 1.3 | 0 | 98
O=C(CCn1ccc([N+](=O)[O-])n1)Nc1nccs1 | -0.6 | . | . | . | 6.1 | . | -12 | 5.1 | 6.8 | . | -10
Cc1ccc2oc(C(=O)N(C)CCC(O)c3ccccc3)c(C)c2c1 (stereo not given) | -1.2 | -7 | -1 | 5 | 1.8 | -7 | 0 | -0.3 | 1.7 | -9 | -21
COc1ccc(C)cc1Nc1n[n+](C)c(-c2c3ccccc3cc3ccccc23)s1 | -1.9 | -4 | 1 | 1 | 1.0 | -2 | 1 | 0.3 | 2.8 | -8 | -27
Cc1ccc(C(=O)N2CCCC2)cc1S(=O)(=O)N1CCOCC1 | -3.6 | 7 | 6 | -3 | -0.6 | 6 | -17 | 1.4 | 3.3 | 1 | 11
O=S(=O)(/N=C(/Nc1nccs1)c1ccc(F)cc1)c1ccccc1 | -1.8 | 0 | 1 | 0 | 3.9 | -2 | -7 | -1.5 | -2.4 | -2 | 8
CC(=O)Nc1ccc(NC(=O)CSc2ccc(-c3sc(C)nc3C)nn2)cc1 | -0.1 | 9 | 7 | 4 | 0.9 | -6 | -6 | -1.3 | -0.4 | -1 | 144
COc1ccc(C(=O)N2CC3(CC(c4cccc(NC(=O)COc5ccc(Cl)cc5)c4)=NO3)C[C@@H]2C(N)=O)cc1 (stereo not given in full) | 0.2 | -21 | 2 | 3 | -2.2 | -12 | 8 | -3.8 | 1.6 | 0 | -1
COc1cccc2cc(C(=O)Nc3cccnc3N3CCOCC3)c(=O)oc12 | -1.0 | -11 | -42 | 3 | 3.6 | -3 | 8 | -0.9 | -2.3 | 2 | 11
Cc1ccc(NC(=O)C2CCCO2)cc1[N+](=O)[O-] (stereo not given) | 0.0 | 8 | 0 | 3 | -0.8 | 4 | 3 | -0.7 | 1.2 | -1 | -9
CC(C)[C@H](NC(=O)N1CC(=O)Nc2ccccc21)C(=O)N1CCC[C@H]1C(=O)O | -2.0 | 0 | 3 | -1 | 2.0 | 17 | -2 | 0.5 | 3.9 | -2 | 151
Cc1sc(NC(=O)/C=C/c2ccco2)c(C(=O)OC(C)C)c1C | 1.4 | 5 | -4 | 1 | 1.8 | 8 | -12 | 2.5 | 3.0 | -2 | 5
COc1ccc(NC(=O)CSc2ccc(-c3sc(C)nc3C)nn2)cc1OC | 0.0 | 7 | -32 | 5 | 2.0 | 3 | -2 | 0.2 | -0.4 | -1 | -8

High-throughput results deposited in PubChem BioAssay by several laboratories.
